Rac1 act GTP bind: GTP binding modulators of activated mutant Rac1, primary screen, biochemical, bead-based flow cytometry, multiplex, fluorescent GTP. percent activity (GTP binding), % at 10 µM. Ras-related C3 botulinum toxin substrate 1 (Homo sapiens), P63000. AID 764, 2007. hit rate 0.11% among 190,000. GST-Rac1 activated beads; actives lie on both sides; 100% means binding = to untreated wells;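 active = GTP binding at least 20 percentage points away from the 100% baseline, in either direction, so actives lie on both sides; inconclusive = Compound likely fluorescent itself, or too few beads counted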
Mcl1-Noxa inh: Mcl-1/Noxa binding inhibitors, primary screen, biochemical, TR-FRET, 1536-well; Induced myeloid leukemia cell differentiation protein Mcl-1 (Homo sapiens), Q07820; AID 1022, 2008; hit rate 1.5% among 220,000; inhibition, % at 21.7 µM; TR-FRET Mcl-1/Noxa peptide binding, 2 h;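 active = compounds that cut the protein-peptide binding signal by more than 50% relative to plate controls in a single-dose test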;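 note: His-tagged Mcl-1 with rhodamine Noxa BH3 peptide and terbium anti-His antibody; 0% = Mcl-1 plus Noxa peptide wells and 100% = peptide-only wells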
Target sequence (Q07820 whole entry, looked up): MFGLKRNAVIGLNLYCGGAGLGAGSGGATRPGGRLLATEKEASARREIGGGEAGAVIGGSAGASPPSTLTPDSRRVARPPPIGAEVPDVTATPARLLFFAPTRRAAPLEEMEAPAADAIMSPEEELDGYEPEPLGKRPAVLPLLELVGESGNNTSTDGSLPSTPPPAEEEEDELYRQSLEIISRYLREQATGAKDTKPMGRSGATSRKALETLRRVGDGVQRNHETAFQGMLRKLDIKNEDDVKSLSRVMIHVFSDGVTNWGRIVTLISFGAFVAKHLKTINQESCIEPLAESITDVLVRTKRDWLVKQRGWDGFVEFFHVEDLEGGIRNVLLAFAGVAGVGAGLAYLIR
Rab7 wt GTP bind: modulators of GTP binding to Rab7, primary screen, biochemical, wildtype, multiplex bead flow cytometry. Rab7 GTPase wild type (dog), Bodipy-FL-GTP binding. GST-Rab7 beads, fluorescent GTP binding; actives lie on both sides; untreated = 100%, excess cold GTP = 0%. GTP binding activity (percent of control), % at 10 µM. hit rate 0.055% among 190,000. AID 758, 2007;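 active = fluorescent GTP binding to Rab7 beads changed by at least 20 points from the 100% baseline, either direction, mostly lower; inconclusive = compound itself probably fluorescent, or too few beads counted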;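 note: median green fluorescence of bound Bodipy-FL-GTP per Rab7 bead population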
Cdc42 wt GTP: modulators of GTP binding to wildtype Cdc42, primary screen, biochemical, multiplex bead flow cytometry, Bodipy-GTP | Cell division control protein 42 homolog (Homo sapiens), P60953 | GST-Cdc42 beads; actives lie on both sides | percent activity (GTP binding), % at 10 µM | hit rate 0.2% among 190,000;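 active = percent activity GTP binding at least 20 points away from the 100% baseline, either down as inhibitor or up as activator; inconclusive = compound flagged as likely green fluorescent from well-wide comparison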;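 note: median bead fluorescence of bound Bodipy-FL-GTP at 100 nM; 0% = excess unlabeled GTP control and 100% = no compound control; below 100% means less GTP binding so inhibitor and above means activator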
Target sequence (P60953 whole entry, looked up): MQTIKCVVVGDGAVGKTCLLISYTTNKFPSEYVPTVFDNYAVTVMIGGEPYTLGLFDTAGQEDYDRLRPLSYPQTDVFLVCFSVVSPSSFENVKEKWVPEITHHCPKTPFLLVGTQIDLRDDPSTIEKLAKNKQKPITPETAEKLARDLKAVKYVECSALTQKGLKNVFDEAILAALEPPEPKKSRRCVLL
Rac1 wt GTP bind: wildtype Rac1 GTP binding modulators, primary screen, biochemical, GST-Rac1 beads, flow cytometry, multiplex; Ras-related C3 botulinum toxin substrate 1 (Homo sapiens), P63000; fluorescent GTP binding; actives lie on both sides; 0 = cold GTP competed, 100 = untreated; GTP binding activity (% of control), % at 10 µM; hit rate 0.27% among 190,000;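 active = GTP binding activity at least 20 points away from the 100% control level, either lower or higher; inconclusive = compound flagged as likely green fluorescent, judged across all proteins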
Avidin bead fluor: green autofluorescence of compounds with avidin beads – biophysical, 488/530 nm, flow cytometry, artefact control, profiling panel; compound fluorescence 488/530 nm; stronger effect = higher value; fluorescence (KMESF) at 10 µM; AID 1775, 2009; hit rate 0.38% among 220,000; in the data active = fluorescence above about 47; note: inactives centre near 10
Pf gamet viab: late stage P. falciparum gametocyte viability inhibitors, primary screen, ATP luminescence, HTS; P. falciparum stage V gametocytes, 24 h; inhibition, % at 10.9 µM; hit rate 0.065% among 150,000; AID 743093, 2013;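 active = inhibition above the mean plus 3 SD of compounds within the control limits, set per campaign, cut at about 38% in these data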;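 note: 0% = DMSO wells and 100% = medium only without gametocytes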
HRas wt GTP bind: modulators of GTP binding to HRas wildtype, primary screen, biochemical, bead-based flow cytometry, multiplex | GTPase HRas (Homo sapiens), P01112 | GTP binding activity, % at 10 µM | hit rate 0.14% among 190,000 | GST-Ras wt beads, Bodipy-FL-GTP binding; actives lie on both sides;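 active = GTP binding activity at least 20% away from the 100% baseline, either lowered as inhibitor or raised as activator; inconclusive = flagged as likely green fluorescent, judged across all proteins in the well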;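 note: 0% = unlabeled GTP competition control and 100% = no-compound control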
Target sequence (P01112 whole entry, looked up): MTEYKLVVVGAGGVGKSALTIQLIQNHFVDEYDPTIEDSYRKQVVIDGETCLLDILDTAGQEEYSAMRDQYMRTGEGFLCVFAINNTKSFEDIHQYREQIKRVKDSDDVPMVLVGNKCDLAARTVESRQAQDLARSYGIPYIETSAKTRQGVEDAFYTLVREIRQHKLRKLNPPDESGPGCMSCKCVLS
Rab2 wt GTP: modulators of GTP binding to Rab2A wildtype, primary screen, biochemical, dog, bead-based flow cytometry, multiplex; hit rate 0.19% among 190,000; AID 760, 2007; GST-Rab2 wt beads, Bodipy-GTP binding; GTP binding activity, % at 10 µM; Ras-related protein Rab-2A (Canis lupus familiaris), P61105;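 active = GTP binding activity at least 20 points away from 100%, either lowered or raised; inconclusive = signal likely due to the compound's own green fluorescence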;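 note: 0% = beads with excess unlabeled GTP and 100% = no-compound control corrected for plate trend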
Mcl-1 Bim block: inhibitors of Bim peptide binding to Mcl-1, primary screen, biochemical, bead-based flow cytometry, multiplex | Induced myeloid leukemia cell differentiation protein Mcl-1 (Homo sapiens), Q07820 | Bim peptide-Mcl-1 binding | inhibition, % at 10 µM | hit rate 0.1% among 190,000 | AID 1009, 2008; in the data active = inhibition above about 40%;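 note: 0% = no compound tracer wells and 100% = peptide blocker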
Mcl1 Bid PPI: Mcl-1/Bid binding inhibitors, primary screen, biochemical, TR-FRET, 1536-well; TR-FRET Mcl-1/Bid-Dy647 peptide binding; inhibition, % at 21.7 µM; hit rate 0.97% among 220,000; AID 1021, 2008;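 active = compounds that cut the binding signal by more than half at the single screening dose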;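 note: His-tagged Mcl-1 with europium anti-His antibody binding Bid BH3 peptide; 0% = Mcl-1 plus peptide wells and 100% = peptide-only wells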
The depositor's hits bear a star; ? = inconclusive; . = not tested or not shown. Random draw from the library. Share with any hit: about 2.7%.

Values run as follows: Rac1 act GTP bind, Mcl1-Noxa inh, Rab7 wt GTP bind, Cdc42 wt GTP, Rac1 wt GTP bind, Avidin bead fluor, Pf gamet viab, HRas wt GTP bind, Rab2 wt GTP, Mcl-1 Bim block, Mcl1 Bid PPI
[1] CN1CCN(C(c2cccc(Cl)c2)c2ccccc2Cl)CC1 (centres undefined)
→ 102, 33, 98, 104, 104, 15, -19, 101, 98, -1, 18
[2] Cc1ccc(NC(=O)CSc2nnc(C3COc4ccccc4O3)o2)c(Cl)c1 (centres undefined)
→ 95, -20, 96, 96, 98, 11, -14, 96, 95, 0, -15
[3] CCOCc1nc(N)[nH]c(=O)c1Cc1ccc(OC(C)C)cc1
→ 99, 9, 94, 102, 103, 8, ., 100, 99, -5, -16
[4] CCOc1cc(S(=O)(=O)NCc2ccccc2)ccc1Br
→ 92, -2, 93, 93, 96, 11, -12, 94, 93, 2, -5
[5] Cc1ccc(Cn2nc(C)c(NC(=O)CCCn3nc([N+](=O)[O-])c(Cl)c3C)c2C)cc1
→ 100, -1, 102, 105, 107, 13, ., 99, 97, -1, -8
[6] Cc1cc(C(=O)CSc2nnnn2-c2ccc(Cl)cc2)c(C)n1CC1CCCO1 (centres undefined)
→ 95, 7, 94, 95, 93, 8, ., 97, 95, 1, -25
[7] COCCn1cnnc1SCC(=O)Nc1sccc1C(N)=O
→ ?, 31, ?, ?, ?, 7, 12, ?, ?, 0, -6
[8] Cc1cc(NC(=O)c2cncc(Br)c2)no1
→ 98, -14, 99, 99, 99, 12, 13, 98, 99, -3, -11
[9] C=CCSc1nc2ccccc2n1S(=O)(=O)c1ccc(Cl)cc1
→ 98, 11, 99, 96, 99, 8, 3, 97, 97, 3, 9
[10] CC(C)OC(=O)CC1=NC(=O)CS1
→ 100, 3, 102, 105, 106, 23, ., 102, 100, -3, -12
[11] O=C(O)C1CC=CCC1C(=O)NCCc1cccc(Cl)c1 (centres undefined)
→ 97, -12, 99, 98, 105, 14, ., 100, 98, -2, -1
[12] O=C(CC1NCCc2ccccc21)Nc1ccc(Oc2ccccc2)cc1 (centres undefined)
→ 92, 6, 105, 94, 99, 11, 6, 98, 97, 0, -7
[13] O=C(O)c1ccc(Nc2nc(-c3ccccc3)cs2)cc1
→ 94, 25, 96, 98, 98, 15, -9, 96, 94, -1, -5
[14] Cc1ccc(NC(=O)c2ncn[nH]2)cc1
→ 98, 28, 106, 99, 105, 23, 8, 101, 100, 0, -20
[15] CCCC(=O)NCCCCNC(=O)CCC
→ 93, -1, 91, 95, 92, 9, ., 93, 94, 6, -28
[16] COCCSc1nnc(NC(=O)C2CC(=O)N(c3ccc(Cl)cc3)C2)s1 (centres undefined)
→ 92, 9, 98, 92, 93, 8, ., 91, 91, -3, -31
[17] Brc1ccc(/C=N/Nc2nncc(-c3ccccc3)n2)o1
→ 95, 14, 94, 95, 94, 9, 8, 94, 96, 1, -33
[18] Cc1cccc(C)c1NC(=O)C1(N(Cc2ccco2)C(=O)CC2NC(=O)NC2=O)CCCC1 (centres undefined)
→ 101, -18, 99, 104, 103, 6, -50, 103, 100, -2, -33
[19] Cc1ccc(-c2noc(CCC(=O)NCCCN3CCN(c4ccc(F)cc4)CC3)n2)cc1
→ 101, 8, 102, 105, 108, 8, -14, 102, 101, 2, -7
[20] O=C(CN1CCN(Cc2ccccc2)CC1)N/N=C/c1c[nH]c2ccccc12
→ 99, 6, 102, 101, 104, 15, ., 103, 101, -7, -35
[21] COc1ccc(N=C2SC(CC(=O)Nc3cccc(Cl)c3)C(=O)N2Cc2ccco2)cc1 (centres undefined)
→ 98, 14, 99, 99, 105, 8, ., 99, 99, -4, -29
[22] CN(C)c1ccc(C(=O)c2ccc(N(C)C)c3ccccc23)cc1
→ 99, 13, 97, 99, 108, 5, ., 99, 95, 1, -16
[23] COc1ccccc1C(=O)OCc1nc(N)nc(Nc2ccccc2C)n1
→ 97, 1, 101, 99, 102, 6, 2, 95, 96, -1, -16
[24] O=C(CCSc1nc(-c2ccco2)cc(C(F)(F)F)n1)Nc1ccc2c(c1)OCO2
→ 94, 6, 96, 95, 96, 8, ., 95, 95, 0, -39
[25] COc1ccc(S(=O)(=O)NCC2CCCN(C(=O)c3ccco3)C2)cc1 (centres undefined)
→ 95, 3, 104, 96, 97, 9, 8, 99, 98, -4, -17
[26] OC(C#CCN1CCCCC1)c1ccccc1 (centres undefined)
→ 100, -7, 98, 104, 107, 7, 3, 97, 99, -1, -15
[27] Oc1sc(C=Nc2ccc(F)cc2)c2ccccc12
→ 99, 4, 102, 102, 102, 4, -2, 103, 103, -3, -13
[28] COc1ccc2c(c1)C1NC(=S)NC(C)(O2)C1C(=O)Nc1ccc(C)cc1C (centres undefined)
→ 100, 12, 96, 103, 104, 4, ., 101, 99, 5, -14
[29] FC(F)(F)c1ccc2c(c1)NCC1CCCN21 (centres undefined)
→ 92, 35, 92, 93, 94, 9, -21, 93, 94, 0, -11
[30] CC1=CC(C)(C)NC(=S)N1c1cc(C)cc(C)c1
→ 97, 6, 104, 98, 97, 5, -32, 98, 98, -5, -33
[31] CCn1c2c(c3cc(Cl)ccc31)CCCC2=O
→ 96, 2, 100, 99, 101, 9, ., 99, 97, 0, -5
[32] Cc1cccc(C)c1OCC(=O)Nc1cccc(-c2nnc(-c3ccccc3)o2)c1
→ 98, 11, 95, 100, 103, 12, ., 99, 96, -7, -46
[33] COCCCN1C(=O)C(=O)/C(=C(/O)c2ccc(C)cc2)C1/C=C/c1ccccc1 (centres undefined)
→ ?, 6, ?, ?, ?, 10, 14, ?, ?, 0, -11
[34] c1ccc(-c2ccc(OCCCn3cncn3)cc2)cc1
→ 92, ., 93, 94, 88, 7, ., 94, 95, -4, 39
[35] Cc1cc(N2CCN(c3ccccc3)CC2)nc(NCc2ccccc2)n1
→ 96, 10, 101, 103, 98, 9, ., 101, 100, 1, -97
[36] CCN1CCN(CCNC(=O)c2ccc(/C=C3/Sc4ccccc4N(Cc4ccccc4C)C3=O)cc2)CC1
→ 90, 31, 97, 89, 90, 10, -4, 92, 92, -7, -7
[37] COc1cccc(C2=NO[C@@H]3C(=O)N(Cc4ccccc4)C(=O)[C@H]23)c1OC
→ 99, -4, 96, 96, 96, 18, ., 97, 95, 0, -11
[38] CCOC(=O)c1sc2ncn(/N=C/c3cccnc3)c(=O)c2c1C
→ ?, 13, ?, ?, ?, 11, ., ?, ?, -4, 2
[39] CCOC(=O)/C=C/C(=O)OCC(=O)Nc1ccc(C)cc1
→ 95, 2, 100, 92, 95, 24, 1, 94, 95, 1, -16
[40] O=C(O)/C(=C\c1ccc(-c2ccc(F)cc2)o1)c1ccccc1
→ 90, 1, 95, 88, 93, 20, 11, 92, 92, 0, -35
[41] O=C(c1oc2ccccc2c1CSCc1ccccc1)N1CCN(c2ncccn2)CC1
→ 96, -7, 99, 101, 97, 11, -6, 103, 100, 0, 1
[42] CCOC(=O)/C=C/C(=O)Nc1ccc(S(=O)(=O)N2CCCCCC2)cc1
→ 96, 25, 103, 98, 97, 7, 24, 98, 98, 3, 13
[43] O=C(Cn1c(SCC(=O)N2CCc3ccccc3C2)nc2ccccc21)NC1CCCC1
→ 106, -3, 109, 112, 114, 35, ., 109, 109, -9, -9
[44] COCCN(C(=O)CN1CCc2ccccc2C1)c1c(N)n(Cc2ccccc2)c(=O)[nH]c1=O
→ 100, 20, 101, 101, 105, 15, ., 98, 98, -5, -16
[45] CC(NC(=O)C1CCC1)c1ccccc1 (centres undefined)
→ 99, -6, 102, 104, 106, 13, -18, 103, 100, -1, 15
[46] Cc1cc(=O)[nH]c(SCC(=O)Nc2ccc(S(N)(=O)=O)cc2)n1
→ 97, 8, 107, 101, 101, 15, 16, 101, 102, 0, -20
[47] CCc1ccc(S(=O)(=O)NCc2cn3c(C)csc3n2)s1
→ 95, 21, 99, 97, 98, 22, ., 96, 98, -10, -6
[48] O=C(c1ccc(F)cc1)N1CCN(C2CC3CCC2C3)CC1 (centres undefined)
→ 99, 7, 102, 103, 104, 6, 0, 101, 101, 5, -17
[49] CCc1ccc(CN2C(=O)c3ccccc3C2C(=O)NCC2CCCO2)cc1 (centres undefined)
→ 95, 1, 102, 97, 96, 10, 26, 96, 98, 1, -8
[50] COc1cc(CNCc2ccccn2)ccc1OCC(N)=O
→ 100, 11, 103, 103, 100, 11, 9, 104, 103, -3, -18
[51] Cc1cc(Nc2ccccc2)n(-c2ccc(C(=O)O)cc2)n1
→ 94, 6, 103, 93, 97, 24, -14, 97, 98, 2, -22
[52] COC(=O)C(O)(CC(=O)Nc1ccc(OC(F)(F)F)cc1)C(F)(F)F (centres undefined)
→ 98, 8, 100, 106, 101, 8, ., 105, 105, -1, -1
[53] CCCCS(=O)(=O)Nc1ccc(C)cn1
→ 97, 44, 100, 100, 100, 12, -6, 100, 97, -8, -27
[54] COC(=O)C1(C)CN(S(=O)(=O)c2ccc(C)cc2)c2cc(OC)ccc2C1=O (centres undefined)
→ 101, 1, 104, 104, 108, 4, ., 103, 100, -6, 32
[55] CCCCCc1ccc(-c2ccc(C(=O)O)cc2)nc1
→ 98, 6, 95, 102, 103, 8, 3, 97, 102, -1, 7
